ZTA counter: ZTA (EBV) inhibition in EBNA-1 counter-screen. hit rate 0.15% among 320,000. inhibition, % at 11 µM. ZTA-DNA binding, fluorescence polarization. P03206; in the data active means inhibition above about 33%
LAP4 TOR yeast: modulators of TOR pathway LAP4-GFP in S. cerevisiae. S. cerevisiae LAP4-GFP multiplex, flow cytometry GFP, 3 h; median GFP as percent of DMSO wells. hit rate 0.34% among 320,000. AID 2023. GFP response vs DMSO, % at 10 µM;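 active means GFP response vs DMSO above a set limit, about the screen mean plus 3 SD, cut at about 150% in these data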
proCasp7 act: counter-screen for procaspase-3 activators: activators of human procaspase-7 | P55210 | recombinant procaspase-7, Ac-DEVD-pNA absorbance 405 nm; D23A/D198A/D206A triple mutant, cannot self-cleave; scale: DMSO 0, 5 µM enzyme 100 | activation, % at 8.5 µM | hit rate 0.093% among 330,000 | AID 463210;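 active means percent activation above the screen-wide mean plus 3 SD, cut at about 25% in these data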
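Replicates: singlicate. Assay system: Procaspase-7 triple mutant (PC-7 D3A). Signal: 405 nm absorbance of p-nitroaniline. Times: 1 h preincubation, 2 h reaction. Buffer or medium: Zinc-free HEPES pH 7.4 with 300 mM NaCl, 0.01% Triton X-100. Also added: DEVD-pNA substrate. Benchmarks: DMSO wells as 0%, DMSO with 5 µM added PC-7 as 100%.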
MEP2-GFP yeast: modulators of TOR pathway MEP2-GFP in S. cerevisiae; AID 2016; hit rate 0.51% among 330,000; S. cerevisiae MEP2-GFP strain, flow cytometry GFP, 3 h; 100% = DMSO control level; GFP response vs DMSO, % at 10 µM;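 active means GFP response versus DMSO above a set limit, roughly screen mean plus 3 SD, cut at about 180% in these data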;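 further: median GFP fluorescence of the barcode-gated MEP2-GFP cells per well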
EBNA-1 inhibitor: blocks EBNA-1 binding to DNA; inhibition, % at 14.8 µM; EBNA-1 DNA binding, fluorescence polarization; hit rate 0.34% among 300,000; in the data active means inhibition above about 28%
AHR act: human AHR activation | AHR-responsive luciferase reporter cells, luminescence | activation, % at 5 µM | hit rate 2.5% among 320,000; in the data active means activation above about 47%;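 further: 0% = vehicle wells and 100% = reference agonist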
procasp3 activ: procaspase-3 (human) activation. AID 463141. recombinant procaspase-3 D3A, Ac-DEVD-pNA absorbance 405 nm. P42574. activation, % at 8.5 µM. hit rate 0.11% among 330,000;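 active means activation above the mean of all tested compounds plus 3 SD, cut at about 21% in these data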;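 further: 0% = DMSO alone and 100% = DMSO wells spiked with extra 5 µM PC-3 D3A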
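Assay system – Procaspase-3 D3A mutant, all three cleavage aspartates alanine · Controls – DMSO-only low control, 5 µM PC-3 D3A high control · Schedule – 1 h compound preincubation, 2 h substrate hydrolysis at 25 °C · Signal – 405 nm absorbance of p-nitroaniline, reads at 0 and 120 min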
RPL19A TOR yeast: yeast TOR pathway RPL19A-GFP modulation | S. cerevisiae RPL19A-GFP strain, flow cytometry, 3 h; stronger effect = lower value | percent response vs DMSO, % at 10 µM | hit rate 0.3% among 330,000;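 active means percent response vs DMSO below 50%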;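 further: median channel GFP fluorescence of the barcoded RPL19A-GFP strain; ratio of sample median GFP to plate DMSO average so 100% = DMSO; lower means less RPL19A-GFP as with rapamycin TOR inhibition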
* = called active by the depositor; · = not tested or not shown; [ ] = another dose, or the depositor's remark.

Abbreviations: A = ZTA counter; B = LAP4 TOR yeast; C = proCasp7 act; D = MEP2-GFP yeast; E = EBNA-1 inhibitor; F = AHR act; G = procasp3 activ; H = RPL19A TOR yeast
Cc1cc(C(=O)N2CCCC(N3CCN(c4ccccc4C)CC3)C2)n(C)n1 (stereo not given)
  A: -7; B: 103[may fluoresce green]; C: 0; D: 105[may fluoresce green]; E: 11; F: 0; G: -8; H: 99[may fluoresce green]

CCOc1ccc(C(=O)NCCCN2CCCC2=O)cc1
  A: 4; B: 89; C: 1; D: 90; E: -6; F: 1; G: 9; H: 93

O=C(CSc1nnc(CNc2ccccc2)o1)N1CCCc2ccccc21
  A: 2; B: 98; C: -4; D: 106; E: 3; F: 1; G: 3; H: 99

CCOC(=O)CN1C(=O)C(Sc2n[nH]c(-c3ccc(C)cc3)n2)CCc2ccccc21 (stereo not given)
  A: -11; B: 106; C: 9; D: 106; E: -5; F: 15; G: 11; H: 103

Cn1nnnc1SCC(=O)NNC(=O)c1ccc(F)cc1
  A: -6; B: 96; C: 2; D: 100; E: 5; F: 0; G: 0; H: 101

COc1ccc(-n2nc(C(=O)NCC(=O)NC(C)C)c3ccccc3c2=O)c(OC)c1
  A: 1; B: 94; C: 7; D: 104; E: -9; F: 0; G: 4; H: 104

CC(C)(C)NC(=O)C(Cc1ccccc1)NS(=O)(=O)c1cccc2nsnc12 (stereo not given)
  A: -2; B: 103; C: 0; D: 101; E: -6; F: 4; G: 9; H: 104

O=C(c1ccc2ccccc2c1)N1CCN(Cc2ccccc2)CC1
  A: -3; B: 111; C: 5; D: 99; E: -6; F: 7; G: 10; H: 96

CCC(C)(C(=O)NC1CCCCC1)N(Cc1ccco1)C(=O)CNC(=O)c1ccccc1 (stereo not given)
  A: 12; B: 103; C: -3; D: 110; E: -4; F: 3; G: -1; H: 105

C#CCn1c(=NC(=O)c2ccccc2[N+](=O)[O-])sc2cc(S(C)(=O)=O)ccc21
  A: 11; B: 86; C: -3; D: 98; E: 11; F: 20; G: -2; H: 100

CN(Cc1ccccc1)CC(O)COc1ccc(CNCCOc2cccnc2)cc1 (stereo not given)
  A: 5; B: 102; C: -8; D: 100; E: 5; F: 1; G: 0; H: 101

O=C(CSc1cnc2ccccc2n1)NC1CCCC1
  A: -10; B: 90; C: 1; D: 83; E: -1; F: 6; G: -8; H: 84

Cc1nc2nc(SCC(=O)c3ccc([N+](=O)[O-])cc3)[nH]c2cc1Br
  A: -8; B: 104; C: 1; D: 112; E: 2; F: 13; G: 4; H: 103

COc1ccc(N/C(=N/c2nc(C)cc(C)n2)NC(=O)Nc2ccc(Cl)c(Cl)c2)c(OC)c1
  A: 1; B: 91; C: 6; D: 106; E: 3; F: 7; G: 11; H: 101

CCCn1c(C(CO)Nc2nc(C)cs2)nc2ccccc21 (stereo not given)
  A: -28; B: 120; C: 7; D: 92; E: -8; F: 0; G: -1; H: 95

O=C(Nc1cccc(NC(=O)c2ccccc2[N+](=O)[O-])c1)c1ccccc1Cl
  A: -3; B: 87; C: -2; D: 107; E: 3; F: 8; G: -2; H: 106

O=C(NC1CC1)c1cccc(S(=O)(=O)N2CCOCC2)c1
  A: 2; B: 104; C: 8; D: 103; E: ·; F: 0; G: 10; H: 103

O=C(OCCN=C1NS(=O)(=O)c2ccccc21)C1CC(=O)N(c2ccc(Cl)cc2)C1 (stereo not given)
  A: 0; B: 95; C: 10; D: 97; E: -11; F: -1; G: -2; H: 94

Cc1cccc(N2CCN(C(=O)Cc3ccc(Br)cc3)CC2)c1C
  A: 0; B: 109; C: 12; D: 104; E: 2; F: 10; G: -3; H: 101

NC(=O)CC(NC(=O)c1ccccc1)c1ccc(N2CCc3ccccc3C2)c([N+](=O)[O-])c1 (stereo not given)
  A: -14; B: 96; C: -19; D: 102; E: -6; F: 1; G: -3; H: 103

CCc1[nH]c(C(=O)O)c(C)c1C(=O)OC
  A: 1; B: 86; C: 11; D: 76; E: 8; F: 0; G: 4; H: 89

O=C(COC(=O)c1nc(Cl)c(Cl)c(Cl)c1Cl)NCc1ccccc1
  A: 8; B: 107; C: -6; D: 110; E: ·; F: 7; G: -2; H: 101

O=C(CSc1ccc(F)cc1)NCC1(N2CCOCC2)CCCCC1
  A: 2; B: 97; C: -7; D: 96; E: -4; F: -1; G: -5; H: 97

Cc1nnc(C)n1/N=C/c1ccccc1
  A: 16; B: 104; C: -6; D: 105; E: -9; F: -5; G: -2; H: 101

C=CCc1cc(Cl)ccc1OCCOCCN(C)C
  A: -18; B: 110; C: 0; D: 104; E: -8; F: 2; G: -2; H: 98

CC(=O)NC(C)C(=O)OCC(=O)Nc1ccc(Br)cc1 (stereo not given)
  A: -10; B: 93; C: -9; D: 98; E: 3; F: 2; G: 2; H: 100

COC(=O)/C=C/C(=O)Nc1ccc(O)c(Cl)c1
  A: 1; B: 87; C: 12; D: 97; E: 6; F: 7; G: -5; H: 100

COc1ccc(OC)c(CN2CCC(CNC(=O)Nc3cccc(Cl)c3)CC2)c1
  A: 1; B: 90; C: 6; D: 96; E: 1; F: 4; G: 2; H: 98

COc1cccc(NC(=O)CN(C)C(=O)CSc2nc(C)cc(C)n2)c1
  A: 17; B: 104; C: -3; D: 96; E: ·; F: -1; G: 6; H: 100

CC1CCN(c2oc(-c3cccc4ccccc34)nc2C#N)CC1
  A: -9; B: 100; C: 9; D: 117; E: 2; F: 4; G: 6; H: 101

O=C(C1=C[C@@H](c2ccc3c(c2)OCO3)C[C@@H](OCCCCO)O1)N1CCOCC1
  A: 4; B: 100; C: -3; D: 106; E: 0; F: 7; G: 6; H: 103

COC(=O)c1ccc(-n2c(C)cc(C(=O)CSc3cccc[n+]3[O-])c2C)cc1
  A: 1; B: 117; C: -2; D: 97; E: -2; F: -3; G: 2; H: 96

COc1ccc([C@H]2CC(=O)C=C(c3ccc(F)nc3)C2)cc1OC
  A: 5; B: 118; C: 7; D: 109; E: ·; F: 3; G: 4; H: 109

CCN(CC)c1nc2c3c(nc4c(c3c1C#N)CC(=O)N4c1ccc(Cl)cc1)NC(C)=N2
  A: 6; B: 98; C: 2; D: 112; E: 0; F: 7; G: 0; H: 105

Cc1cccc(C(=O)Nc2ccc3c(c2)C(=O)N(CC(C)C)C3=O)c1
  A: -8; B: 102; C: 3; D: 94; E: -3; F: 0; G: 2; H: 93

Cc1cccc(NC(=O)COC(=O)[C@@H]2CCCN2C(=O)c2cccs2)c1
  A: ·; B: 94; C: -2; D: 101; E: ·; F: -1; G: 3; H: 100

COc1cccc(-c2nn(-c3ccc(F)cc3)cc2C(=O)NCC2CCCO2)c1 (stereo not given)
  A: 7; B: 109; C: 1; D: 98; E: 6; F: 2; G: 2; H: 104

COc1ccc2nc(NC(=O)CSCC(=O)Nc3cc(C)on3)sc2c1
  A: 4; B: 102; C: 3; D: 104; E: -6; F: -8; G: 8; H: 97

COCc1cc(C)nc(SCC(=O)Nc2cccc3cccnc23)c1C#N
  A: -13; B: 98; C: 13; D: 98; E: 15; F: 1; G: 12; H: 104

Cc1c(NC(=O)CCCCCN2C(=O)C3C4C=CC(C4)C3C2=O)c(=O)n(-c2ccccc2)n1C (stereo not given)
  A: 2; B: 102; C: 0; D: 101; E: 11; F: -3; G: 5; H: 100

O=C1C(C=NCc2ccncc2)=C(O)c2ccccc21
  A: 1; B: 90; C: 3; D: 93; E: -6; F: 38; G: -5; H: 91

CCCN(CC(=O)Nc1ccccc1OC)C(=O)CC1CCCC1
  A: 9; B: 102; C: 9; D: 91; E: ·; F: 1; G: 4; H: 91

CCN(CC)c1ccc([N+](=O)[O-])cc1/C=N/NC(=O)CC#N
  A: -20; B: 102; C: 8; D: 112; E: -4; F: 9; G: -10; H: 106

O=C(CSc1nc(-c2ccco2)cc(C(F)(F)F)n1)NCC1CCCO1 (stereo not given)
  A: 3; B: 98; C: 3; D: 104; E: 5; F: -1; G: -5; H: 99

CNS(=O)(=O)c1cccc(C(=O)OCC(=O)NC(C)CCc2ccccc2)c1 (stereo not given)
  A: -17; B: 85; C: 7; D: 89; E: -4; F: 1; G: 12; H: 89

Cn1c(=O)c2c(nc(SCC(=O)N3CCCCCC3)n2C)n(C)c1=O
  A: 8; B: 91; C: -1; D: 96; E: -15; F: 14; G: 3; H: 96

COc1ccc(CCNC(=S)NC(=O)c2cc(OC)c(OC)c(OC)c2)cc1OC
  A: -17; B: 102; C: 2; D: 96; E: 11; F: 11; G: -2; H: 97

Cc1ccc(C(=O)c2c3ccc(C(F)(F)F)cc3nn2CCC(N)=O)cc1
  A: 12; B: 93; C: -2; D: 102; E: 9; F: 65*; G: 10; H: 98

Cn1cccc1-c1cc(C(=O)N2CCc3c([nH]c4ccccc34)C2c2ccccn2)[nH]n1 (stereo not given)
  A: 0; B: 93; C: -5; D: 93; E: -10; F: 6; G: -2; H: 94

CCC(C)NC(=O)Cc1c(OC)ccc2cc(Br)ccc12 (stereo not given)
  A: -4; B: 96; C: 1; D: 102; E: 0; F: 0; G: 4; H: 100

More results:
Abbreviations: A = ZTA counter; B = LAP4 TOR yeast; C = proCasp7 act; D = MEP2-GFP yeast; E = EBNA-1 inhibitor; F = AHR act; G = procasp3 activ; H = RPL19A TOR yeast
O=C(Cc1cccs1)Nc1ccc(NC(=O)c2ccco2)cc1
  A: -3; B: 91; C: -6; D: 97; E: -17; F: -2; G: 8; H: 96

Cc1ccc(/C=N/NC(=O)c2cc3ccccc3cc2O)o1
  A: 4; B: 90; C: -1; D: 93; E: 6; F: 9; G: -2; H: 98

CC(=O)Nc1ccc(Nc2ncnc3ccccc23)cc1
  A: -15; B: 104; C: -1; D: 104; E: -3; F: 8; G: -6; H: 98

O=C(COC(=O)/C=C/c1cccs1)Nc1cccc(S(=O)(=O)N2CCCC2)c1
  A: 9; B: 102; C: -7; D: 94; E: 4; F: 0; G: 3; H: 97

Cc1cc(C)cc(OCC(=O)NNC(=O)C2CCCO2)c1 (stereo not given)
  A: 12; B: 121; C: 12; D: 97; E: 6; F: 2; G: 6; H: 102

COc1ccc2cc([C@H](C)C(=O)N(C)Cc3ccccc3N3CCCC3)ccc2c1
  A: 12; B: 83; C: -10; D: 94; E: -7; F: 9; G: 7; H: 93

C[C@H](NC(=O)c1ccco1)C(=O)N1CCCC1
  A: -1; B: 80; C: 7; D: 92; E: 2; F: -2; G: 11; H: 93

COc1ccc(/C=N/NC(=S)Nc2cc(S(=O)(=O)N3CCOCC3)ccc2N2CCOCC2)cc1O
  A: 11; B: 98; C: -1; D: 104; E: 6; F: 7; G: 0; H: 109

C=CCn1c(CSc2ccccc2[N+](=O)[O-])n[nH]c1=S
  A: -8; B: 94; C: -9; D: 108; E: -1; F: 19; G: -7; H: 99

O=C(NNC(=S)Nc1ccc(F)cc1)[C@H]1C[C@@H]1c1ccccc1
  A: -8; B: 99; C: -3; D: 88; E: 3; F: 3; G: 6; H: 99

Cc1cc(C)n(C(=O)CNC(=O)c2ccccc2Br)n1
  A: 10; B: 90; C: 8; D: 85; E: 10; F: 2; G: 0; H: 92

O=C1C2C(c3ccccc3)CC=CC2[C@H](c2ccoc2)N1Cc1ccccc1 (stereo not given in full)
  A: 0; B: 101; C: 6; D: 101; E: 10; F: 1; G: 1; H: 102

COc1ccc(C)cc1S(=O)(=O)N(C)CC(=O)NC1CCCC1
  A: 7; B: 93; C: 10; D: 99; E: 7; F: -1; G: 3; H: 104

Single records (already shown).
O=C(Cc1cccs1)Nc1ccc(NC(=O)c2ccco2)cc1 across the screens: ZTA counter = -3; LAP4 TOR yeast = 91; proCasp7 act = -6; MEP2-GFP yeast = 97; EBNA-1 inhibitor = -17; AHR act = -2; procasp3 activ = 8; RPL19A TOR yeast = 96
O=C(NNC(=S)Nc1ccc(F)cc1)[C@H]1C[C@@H]1c1ccccc1 across the screens: ZTA counter = -8; LAP4 TOR yeast = 99; proCasp7 act = -3; MEP2-GFP yeast = 88; EBNA-1 inhibitor = 3; AHR act = 3; procasp3 activ = 6; RPL19A TOR yeast = 99
